Screening results from PubChem BioAssay.
a7 integrin act: qHTS for Activators of Integrin-Mediated Alleviation for Muscular Dystrophy; Potency, µM (titrated, usually from 38.3 µM), for inactives: top-dose activation, most hits filed as activators; 0.064% of 350,000 active; alpha7betagal myoblasts, beta-gal FDG fluorescence, 48 h; AID 624291, 2012;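 also: potency is read from the fitted curve at half-maximal effect; 100% = response of the positive control SU9516; nearly all actives have a fitted effect of over 60% in size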
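Alpha7betagal+/- myoblasts (passage 13) were plated 16-24 hr, then exposed to compounds (1:260 dilution of DMSO stock) for 48 hours at 37C. After MPER lysis, β-galactosidase reporter activity was read as FDG fluorescence (ex 480/em 540) after 30 minutes.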
USP2a inh: qHTS Assay for Inhibitors of Ubiquitin-specific Protease USP2a Using CHOP2 as the Reporter; USP2 core, Ub-CHOP2 coupled fluorogenic reporter, 485/531; Potency, µM (doses to about 38.3 µM), inactives show top-dose activity change, negative = inhibition, usual class: inhibitors; 0.01% of 330,000 active;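 also: potency is read from the fitted curve at half-maximal effect; plate controls were DMSO wells for no effect and full inhibition by NEM control for full effect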
Target sequence (O75604 whole entry, looked up): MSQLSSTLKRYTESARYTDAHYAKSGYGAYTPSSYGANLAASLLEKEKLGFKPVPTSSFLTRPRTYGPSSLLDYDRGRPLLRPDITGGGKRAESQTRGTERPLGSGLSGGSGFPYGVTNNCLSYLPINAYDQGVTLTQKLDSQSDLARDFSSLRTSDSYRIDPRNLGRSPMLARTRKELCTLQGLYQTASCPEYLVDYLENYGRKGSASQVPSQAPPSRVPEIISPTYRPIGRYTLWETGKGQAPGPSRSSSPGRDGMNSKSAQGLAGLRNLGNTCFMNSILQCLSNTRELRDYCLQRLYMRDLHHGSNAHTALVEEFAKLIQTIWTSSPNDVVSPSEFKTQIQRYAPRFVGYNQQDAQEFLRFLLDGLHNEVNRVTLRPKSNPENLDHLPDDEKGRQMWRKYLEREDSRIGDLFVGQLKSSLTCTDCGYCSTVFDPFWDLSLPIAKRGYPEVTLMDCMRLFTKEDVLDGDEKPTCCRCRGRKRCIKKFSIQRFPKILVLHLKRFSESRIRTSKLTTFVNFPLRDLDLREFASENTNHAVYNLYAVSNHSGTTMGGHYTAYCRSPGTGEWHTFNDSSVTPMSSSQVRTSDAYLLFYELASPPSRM
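Deubiquitinase activity read as fluorescence (485/531 nm) after Ub-CHOP2 cleavage activates the enterokinase reporter on its substrate; USP2 core 10nM, Ub-CHOP2 and substrate 25nM each, 30min compound preincubation then 60min RT; data normalized to NEM, curves fitted.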
BRCA1 expr up: qHTS Assay to Identify Small Molecule Activators of BRCA1 Expression. Potency, µM (series often up to 46.1 µM), inactives show at the top dose activation, actives largely listed as activators. MCF7-BRCA1-FFLuc reporter, luminescence, 48 h; response scale: scaled: vehicle 0%, 10 µM genistein 100%. 1.1% of 380,000 active. AID 624202, 2012; also: potency is read from the fitted curve at half-maximal effect; nearly all actives have a fitted effect of over 80% in size; some results filed as inactive show a strong effect at the top dose
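Luminescence from a BRCA1-driven firefly luciferase in MCF7 cells was the read-out, taken 15 min after substrate addition following 48 h compound exposure at 37 °C. Data were normalized to a 10 microM genistein control and DMSO vehicle.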
uPA surface inh: qHTS for Inhibitors of Cell Surface uPA Generation; Potency, µM (top dose mostly 38.3 µM), inactives show at the top dose activity change, negative = inhibition, most hits filed as inhibitors; 0.31% of 330,000 active; cell surface uPA generation assay, qHTS; AID 540303, 2011; active = well fitted inhibition curve with a large enough effect; inconclusive = small, poorly fitted or top-dose-only effect; inactive = no such curve, though single readings can be large or run the other way; tested in mouse RAW 264.7 cells; also: potency is read from the fitted curve at half-maximal effect; % is scaled to controls: 0 for no effect and ±100 for the full control effect; nearly all actives have a fitted effect of over 55% in size
TRPV1 ag: HTS Assay for Compounds that Act as Agonists of the Vanilloid Receptor 1; Transient receptor potential cation channel subfamily V member 1 (Homo sapiens), Q8NER1; TRPV1-expressing cells, Fluo-8 calcium influx, agonist mode; activation, % at 8.33 µM; 0.19% of 320,000 active; AID 540275, 2011; in the data active = activation above about 80%; inconclusive = between about 30% and that limit; also: 0% is about no effect
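Fluo-8 calcium influx in TRPV1-expressing cells, kinetic read (ex 480/em 520 nm). Compound added and read 3 min for agonist activity, followed by capsaicin at EC20 final and 2 min further read for enhancement.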
TSG101-PTAP inh: qHTS Assay for Iinhibitors of HIV-1 Budding by Blocking the Interaction of PTAP/TSG101; Tumor susceptibility gene 101 protein (Homo sapiens), Q99816; Fluorescence polarization, FITC-PTAP peptide / Tsg101 binding; Potency, µM (series often up to 115 µM), for the others: at the highest dose activity change, negative = inhibition, hits mostly inhibitors; 340,000 tested, under 10 active; AID 493005, 2010; active = well fitted inhibition curve with a large enough effect in the main read-out, with a control signal flat, not every such curve was filed as active; inconclusive = small, poorly fitted or top-dose-only effect, or effect the other way, or a change in a side signal; inactive = no such curve, though single readings can be large or run the other way; also: potency is read from the fitted curve at half-maximal effect; % of control where 0% means no effect
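Compounds were pin-transferred onto Tsg101 binding domain (10 uM final) in HEPES pH 7.5 buffer, then FITC-PTAP peptide was added at 50 nM final. After 20 min at RT, polarization reported peptide displacement across a qHTS concentration series.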
ELG1 genotox: qHTS screen for small molecules that induce genotoxicity in human embryonic kidney (HEK293T) cells expressing luciferase-tagged ELG1 | HEK293T ELG1-luciferase reporter, luminescence, 16 h | Potency, µM (titrated, usually from 46 µM), without a hit: at the top dose activity change, positive = activation, most hits filed as activators | 1.3% of 330,000 active | AID 504466, 2011; also: potency is read from the fitted curve at half-maximal effect; % of control where 0% means no effect; nearly all actives have a fitted effect of over 60% in size
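DMSO vehicle served as control against compound-treated ELG1-luciferase HEK293T cells; exposure lasted 16 hr at 37 °C and 5% CO2, followed by ONE-Glo luminescence detection after 30 min.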
Eya2 phos inh: qHTS Assay for Inhibitors of the Phosphatase Activity of Eya2; recombinant Eya2, OMFP fluorescence dephosphorylation (OMFP is methylfluorescein phosphate); AID 488837, 2010; Potency, µM (titrated, usually from 76.9 µM), for inactives: top-dose activity, negative = inhibition, most hits filed as inhibitors; Protein phosphatase EYA2 (Homo sapiens), O00167; 0.006% of 330,000 active; also: potency is read from the fitted curve at half-maximal effect; % is scaled to controls: 0 for no effect and ±100 for the full control effect
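Eya2 (0.2 uM) preincubated 10 min at ambient with compound, then OMFP substrate added at 50 uM; 10 min reaction in 50 mM HEPES pH 7.5, 50 mM NaCl, 5 uM MgCl2, 0.05% BSA, 1 mM DTT. Fluorescence read at Ex 485/Em 525 nm.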
S-ASM inh: Inhibitors of Secretory Acid Sphingomyelinase (S-ASM): qHTS; placental ASM, HMU-PC fluorogenic substrate, 60 min; 0.006% of 340,000 active; Potency, µM (series often up to 57.5 µM), without a hit: at the highest dose activity change, negative = inhibition, actives largely listed as inhibitors; Sphingomyelin phosphodiesterase (Homo sapiens), P17405; also: potency is read from the fitted curve at half-maximal effect
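Fluorescence read-out (Ex 386 nm, Em 447 nm) after stopping the reaction at pH 10. Enzyme: ASM from human placenta; substrate HMU-PC0, 9 uM final; 60 min, 37 °C. Compound preincubation 10 min, ambient temperature.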
B2AR arrestin: qHTS assay of beta-arrestin-biased ligands of beta2-adrenergic receptor; Beta-2 adrenergic receptor (Homo sapiens), P07550; beta-arrestin recruitment to beta2AR, cell-based reporter; Potency, µM (top dose mostly 46.1 µM), without a hit: top-dose activation, most hits filed as activators; 0.02% of 330,000 active;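 also: potency is read from the fitted curve at half-maximal effect; 0% = DMSO controls and full agonism = EC100 isoproterenol or metaproterenol; nearly all actives have a fitted effect of over 65% in size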
Target sequence (P07550 whole entry, looked up): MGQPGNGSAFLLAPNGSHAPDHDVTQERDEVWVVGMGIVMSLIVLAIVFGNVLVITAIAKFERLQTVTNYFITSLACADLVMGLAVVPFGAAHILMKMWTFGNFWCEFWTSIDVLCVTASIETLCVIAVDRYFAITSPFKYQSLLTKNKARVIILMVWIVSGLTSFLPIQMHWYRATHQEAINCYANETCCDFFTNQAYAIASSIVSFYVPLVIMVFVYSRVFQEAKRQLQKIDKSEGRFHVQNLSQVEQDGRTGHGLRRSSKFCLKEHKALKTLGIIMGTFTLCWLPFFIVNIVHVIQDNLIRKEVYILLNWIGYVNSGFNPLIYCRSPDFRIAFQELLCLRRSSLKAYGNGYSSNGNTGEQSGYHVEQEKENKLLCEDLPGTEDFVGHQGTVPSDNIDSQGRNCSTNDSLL
p53 reactivator: qHTS assay for re-activators of p53 using a Luc reporter; H1299 p53-A138V BP100-luciferase reporter, luminescence, 24 h; Potency, µM (top dose mostly 92.2 µM), for inactives: at the highest dose activity change, positive = activation, usual class: activators; 0.063% of 320,000 active; also: potency is read from the fitted curve at half-maximal effect; % of control where 0% means no effect; nearly all actives have a fitted effect of over 45% in size
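p53-null H1299 cells stably carrying temperature-sensitive p53-A138V and a BP100-luciferase reporter were pinned with compounds (4-point, 1:5 series) and held 24 hrs at 37 deg C. Luminescence was read 10 min after detection reagent.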
* marks the source's active call; other numbers are inactive results; i = inactive; ? = inconclusive; . = not tested or not shown; [ ] = another dose, or the depositor's remark. Unless noted, calls follow the shape of the dose curve; as a rule, active = well fitted curve in the direction sought with a large enough effect; inconclusive = small, poorly fitted or top-dose-only effect, or another doubt; inactive = no such curve, though single readings can be large; an effect the other way counts as inactive or inconclusive. Hits appear at their usual frequency. Share with any hit: about 2.6%.

SMILES	a7 integrin act	USP2a inh	BRCA1 expr up	uPA surface inh	TRPV1 ag	TSG101-PTAP inh	ELG1 genotox	Eya2 phos inh	S-ASM inh	B2AR arrestin	p53 reactivator
O=C(CCSc1ccccc1)Nc1ncccn1	15%	2%	-3%	9%	-1	-2%	12%	8%	2%	0.1%	18%
COCCNc1ncnc2c1cnn2-c1ccc(Cl)cc1	26%	0%	?	-4%	13	0%	.	0%	4%	-0.2%	.
O=c1[nH]c(C(F)(F)F)nc2c1nnn2Cc1ccccc1F	24%	1%	-10%	-1%	-1	1%	1%	17%	5%	-0.1%	-2%
O=C(NCCc1ccccc1)[C@@H]1CC=C[C@@H]2CCN(Cc3ccccc3)C(=O)[C@@H]21	8%	.	-1%	24%	.	-2%	.	.	-1%	.	.
CCN(CC)CCP(=O)(c1ccccc1)c1ccccc1	4%	0%	5%	-1%	1	-8%	1%	11%	1%	-0.2%	-5%
O=C(c1cc(Cl)ccc1[N+](=O)[O-])n1cnc2ccccc21	27%	0%	-1%	3%	2	0%	-1%	7%	1%	-0.2%	?
CCOc1cc2[nH]c(=O)n(CCCCC(=O)NCc3ccco3)c(=O)c2cc1OCC	6%	1%	-10%	2%	4	-7%	-6%	1%	5%	-0.7%	-6%
CCOC(=O)c1c(C)[nH]c(C(=O)NNC(=O)c2ccc(Br)cc2)c1C	15%	2%	72%	9%	-3	-4%	7%	4%	-10%	0.9%	?
O=C(CSc1nnc(SCc2ccccc2)s1)NNC(=S)Nc1ccccc1	10%	-2%	-5%	4%	-3	-3%	3%	4%	?	-0.9%	-3%
COCCCn1nnnc1SCC(=O)Nc1nc2ccccc2s1	-3%	0%	-1%	0%	1	1%	-4%	0%	-2%	-0.4%	1%
O=C(CN(Cc1ccccc1)C(=O)c1csnn1)NCc1ccccc1	0%	2%	1%	.	3	1%	0%	-1%	1%	-0.4%	12%
O=C1Nc2ccccc2C12OCCCO2	9%	5%	60%	4%	-2	0%	-2%	15%	2%	0.1%	-3%
Cc1cccc(/C(N)=N/OC(=O)c2ccc3c(c2)OCO3)c1	2%	3%	?	-4%	4	-9%	9.2µM*	6%	0%	-0.1%	?
O=[N+]([O-])c1cc(C(F)(F)F)ccc1Sc1ccccn1	11%	5%	9%	-3%	5	1%	-1%	0%	-5%	-1.0%	-2%
N#Cc1ccsc1NC(=O)C1CCN(C(=O)c2ccc(F)cc2)CC1	-14%	2%	-5%	-6%	0	-2%	0%	2%	2%	0.1%	-1%
Cc1nnc(NC(=O)c2ccc3nccnc3c2)s1	4%	-1%	56%	-4%	-3	-4%	15%	-18%	2%	0.5%	26%
COc1ccc(N2CCN(C(CNS(=O)(=O)c3cccs3)c3cccnc3)CC2)cc1 (stereo not drawn)	11%	0%	-12%	-4%	-3	-2%	0%	-4%	-1%	-0.6%	-3%
CCOC(=O)[C@@H]1[C@H]2COc3cc(OC)ccc3[C@@H]2N2C(=O)N(c3cccc(F)c3)C(=O)[C@]12C	-14%	1%	-3%	1%	4	0%	1%	7%	5%	0.6%	.
COc1ccc(CN(C(=O)CN2C(=O)NC3(CCC(C)CC3)C2=O)C(C)Cc2cccs2)cc1 (stereo not drawn)	-8%	-1%	-22%	13%	6	-6%	-1%	-9%	-3%	-0.5%	7%
COc1ccc(CCNC(=O)COC(=O)c2cc(=O)c3ccccc3o2)cc1	0%	3%	1%	-9%	1	-2%	0%	8%	0%	-0.1%	0%
CN1C(=O)C2(Oc3ccccc3C3CC(c4ccccc4)=NN32)c2ccccc21 (stereo not drawn)	-8%	-1%	-50%	-8%	0	-1%	0%	-14%	-13%	-0.3%	?
Cc1c(C(=O)NCCSCc2c(F)cccc2Cl)cnn1-c1ccc(F)cc1	-32%[inhibitor]	5%	-37%	5%	14	-3%	-9%	?	-2%	-0.6%	2%
COC(=O)Cn1c(C)nc(=O)c(-c2ccccc2)c1C	8%	-1%	1%	-1%	0	-2%	-2%	-4%	3%	-0.1%	-2%
O=c1c2ccccc2c(C=Nc2ccc(S(=O)(=O)Nc3ncccn3)cc2)c(O)n1-c1cccc(Cl)c1	.	1%	.	.	3	.	.	-2%	.	0.4%	.
CCCSc1nnc2nc(C)cc(C)n12	0%	0%	0%	-2%	0	-3%	14%	6%	4%	-0.6%	0%
CC1CCN(CCNC(=S)Nc2ccc(Cl)cc2)CC1	-95%[inhibitor]	5%	-5%	.	-2	-6%	-1%	0%	3%	-0.5%	-2%
CCN(C(=O)CCN1C(=O)S/C(=C\c2ccccc2)C1=O)C1CCS(=O)(=O)C1 (stereo not drawn)	-15%	-1%	-4%	-8%	2	-1%	-2%	-2%	-4%	-0.7%	10%
CN(CC(=O)O)Cc1nc2ccccc2[nH]1	21%	2%	-1%	-5%	-1	-2%	?	3%	1%	0.3%	20%
CCOC(=O)C1CCCN(Cc2ccc3c(c2)OCO3)C1 (stereo not drawn)	11%	0%	-10%	5%	6	.	-1%	4%	4%	0.3%	-7%
CC(=O)c1ccc(NC(=O)Cn2cnc(S(=O)(=O)N3CCCC3)c2)cc1	-6%	3%	2%	-1%	2	0%	2%	3%	1%	-1.1%	7%
CCOC(=O)C1=C(C)NC(=O)NC1/C=C/c1ccccc1 (stereo not drawn)	-9%	0%	-5%	9%	5	-3%	3%	22%	0%	-0.1%	-8%
Cc1cc(N2C(=O)C(O)=C(C(=O)c3ccco3)C2c2ccccc2F)no1 (stereo not drawn)	-31%	-1%	-2%	-1%	0	-4%	-10%	4%	-2%	-0.5%	-4%
CC1CCCN(S(=O)(=O)c2ccc3c(c2)c(=O)nc2ccc(Cl)cn23)C1 (stereo not drawn)	-26%	0%	2%	-3%	7	-6%	1%	8%	.	-0.4%	-10%
N#CC(=Cc1ccc(O)cc1)C(N)=C(C#N)C#N	.	2%	0%	-59%	4	1%	-4%	-10%	1%	0.0%	-4%
CCCn1nnnc1NCc1ccc(N(C)C)cc1	16%	3%	8%	3%	2	-3%	0%	-4%	-2%	-1.0%	?
CCCN(C(=O)Cn1ncc2c([nH]c3ccccc32)c1=O)c1ccccc1C	-12%	1%	-39%	6%	?	-8%	2%	-2%	2%	-0.2%	0%

Arranged by formula weight (highest first): 3 of the compounds above
SMILES	a7 integrin act	USP2a inh	BRCA1 expr up	uPA surface inh	TRPV1 ag	TSG101-PTAP inh	ELG1 genotox	Eya2 phos inh	S-ASM inh	B2AR arrestin	p53 reactivator
COc1ccc(N2CCN(C(CNS(=O)(=O)c3cccs3)c3cccnc3)CC2)cc1 (stereo not drawn)	11%	0%	-12%	-4%	-3	-2%	0%	-4%	-1%	-0.6%	-3%
Cc1cccc(/C(N)=N/OC(=O)c2ccc3c(c2)OCO3)c1	2%	3%	?	-4%	4	-9%	9.2µM*	6%	0%	-0.1%	?
COC(=O)Cn1c(C)nc(=O)c(-c2ccccc2)c1C	8%	-1%	1%	-1%	0	-2%	-2%	-4%	3%	-0.1%	-2%

Next section
SMILES	a7 integrin act	USP2a inh	BRCA1 expr up	uPA surface inh	TRPV1 ag	TSG101-PTAP inh	ELG1 genotox	Eya2 phos inh	S-ASM inh	B2AR arrestin	p53 reactivator
O=c1cc(CSc2nnc3ccccn23)c2c(ccc3ccccc32)o1	-8%	3%	-25%	-2%	-1	-4%	-3%	13%	20%	0.5%	-10%
CCN(CC)c1ncnc2c1nnn2C	-15%	.	-24%	2%	.	-1%	.	.	0%	.	.
CC(=O)Nc1sc2c(c1CN1CCCC1)CCCC2	0%	0%	-23%	-2%	4	1%	2%	-18%	1%	-0.1%	-2%
CSCC[C@H](NC(=O)N1CCn2c1nc1ccccc12)C(=O)NC1CC1	-11%	1%	-6%	5%	11	-5%	3%	6%	3%	-1.1%	5%
O=C(COC(=O)c1ccccc1NCCO)NCCC1=CCCCC1	-17%	2%	55%	0%	4	0%	5%	27%	i	0.2%	11%
